Compound activity (PubChem BioAssay)
Rat MKP-3 inhibitors – MKP-3 phosphatase inhibitors, primary screen, biochemical, rat enzyme, in vitro (AID 425); inhibition, % at 20 µM; hits with a dose series show IC50 in µM; 110,000 compounds, 0.17% hits; recombinant MKP-3 phosphatase activity, fluorescence; higher % means a stronger effect; in the data active = inhibition above about 50%;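 note: plate controls were vehicle for no effect and reference inhibitor for full effect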
Hsp70 displacement – small molecules displacing fluorescent ligand from Hsp70 – biochemical, fluorescence polarization, primary screen (AID 583); Hsp70 fluorescence polarization probe displacement, mP; higher % means a stronger effect; one-dose displacement, % at 20 µM; IC50 in µM for titrated hits; 140,000 compounds, 0.06% hits; in the data active = displacement above about 50%;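 note: plate controls were vehicle for no effect and reference ligand for full effect; a part of the inactive calls stands beside numbers as strong as those of hits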
* hit, by the source's call; nt = no result given; & = joins results of further samples.

mol,Rat MKP-3 inhibitors,Hsp70 displacement
O=C(O)C(Sc1nc2ccccc2s1)c1ccccc1 (stereo not given),0%,-2.4%
N#Cc1ccc(-n2c(-c3ccccc3)nnc2-c2ccccc2)cc1C#N,nt,2.4%
O=C(C1CCCO1)N1CCC(O)(c2ccccc2)CC1 (stereo not given),-5%,-2.9%
COc1cc(/C=C2\C(=O)N(c3cccc(C(=O)O)c3)N=C2C)ccc1O,5%,6.3%
CC1=CC(c2ccccc2)n2nc(N3C(=O)C4CC=CCC4C3=O)nc2N1 (stereo not given),-4%,-3.5%
COc1ccccc1NC(=O)CN1C(=O)CCS(=O)(=O)c2ccccc21,-3%,2.1%
Cc1ccc(-c2cc(C(F)F)nc(NCc3cccnc3)n2)cc1,-2%,-3.6%
O=C(Nc1ccc2c(c1)OCO2)c1cc(C2CC2)on1,-5%,-1.0%
CC(=O)NC(=O)CC(=O)c1ccccc1,0%,-0.6%
Cc1sc2ncn3c(C)nnc3c2c1C,-7%,0.8%
Nn1c(SC/C=C/c2ccccc2)nnc1-c1cccnc1,-2%,1.4%
CC(C)Oc1ccc(NC(N)=O)cc1,-6%,2.4%
O=S1(=O)N=C(Nc2ccc(O)c(CN3CCCCC3)c2)c2ccccc21,-14%,6.5%
S=c1[nH]nc(-c2ccco2)n1C1CCCCC1,-1%&2%,5.4%&-0.2%
N#CCC(=O)N/N=C/c1cc([N+](=O)[O-])ccc1N1CCCC1,1%,0.5%
Nc1cc(Cl)ccc1Oc1ccccc1,4%,nt
CC(C)Oc1cccc(C(=O)Nc2ccc(F)c([N+](=O)[O-])c2)c1,3%,4.5%
Cc1ccc2nsnc2c1NC(=O)c1cc(Cl)ccc1Cl,-1%,7.6%
CC(=O)C1C(=O)c2cc([N+](=O)[O-])ccc2C1=Nc1cccc(C)c1 (stereo not given),-2%,-1.3%
c1ccc(CSc2ncccn2)cc1,0%,2.0%
COc1ccc(Cl)cc1NC(=O)Cn1cccc1,9%,4.2%
COc1ccc(C(=O)Nc2ccc(OC(F)(F)F)cc2)cc1OC,-2%,2.3%
COc1ccc(NC(=O)COc2cccc3ccccc23)cc1,-2%,2.9%
COC(=O)COc1ccc(S(=O)(=O)N2CCN(c3ccccc3F)CC2)cc1C,-2%,3.3%
O=C(Nc1cccc(Cl)c1)OCc1ccccn1,4%,0.2%
Cc1nc2ccccc2n1S(=O)(=O)c1ccc(F)cc1,-1%,-1.0%
CCOC(=O)N1CCN(C(=O)c2ccc3c(c2)ncn3C2CCCC2)CC1,6%,0.5%
O=c1[nH]c(SCc2ccccc2)nc2sc3c(c12)CCc1ccccc1-3,3%,0.1%
Cc1noc(/C=C/N(C)C)c1S(=O)(=O)N1CCCC(C(=O)N2CCc3ccccc32)C1 (stereo not given),-3%,3.4%
CCC(C)(C)n1nnnc1C(c1ccc(OC)c(OC)c1)N1CCN(c2ccccc2)CC1 (stereo not given),3%,-2.2%
CC1(c2ccccc2)CC(C)(C)N(C(=O)C2CCCO2)c2ccccc21 (stereo not given),nt,0.4%
COc1ccc2[nH]c3ccc([N+](=O)[O-])cc3c(=O)c2c1,1%,3.1%
O=C(Nc1nccs1)c1cc(S(=O)(=O)N2CCOCC2)ccc1Cl,nt,-3.4%
CCCc1cc2c(cc1NS(=O)(=O)c1ccc(CCNC(C)=O)cc1)OCO2,0%,-5.2%
Cc1cc(O)c2c(-c3ccccc3)cc(=O)oc2c1,-2%,3.5%
O=C(NCc1cccnc1)c1cnn2c(C(F)(F)F)cc(-c3cccs3)nc12,4%,-3.9%
CC1CCCCN1C(=O)CSc1nc2ccsc2c(=O)n1Cc1ccccn1 (stereo not given),-1%,8.0%
Cc1cc(C)c(C(=O)CC2(O)C(=O)Nc3ccccc32)cc1C (stereo not given),4%,-8.7%
Cc1ccc(-n2c(SCC(N)=O)nnc2-c2ccc(S(=O)(=O)N3CCCCC3)cc2)c(C)c1,nt,-3.4%
CCOC(=O)C1=C(C)N(C)C(=O)NC1c1ccc(Cl)c(Cl)c1 (stereo not given),0%,3.9%
O=C(CCCn1c(=S)[nH]c2ccccc2c1=O)NC1CCCCC1,nt,0.3%
O=C(CCN1C(=O)c2ccccc2C1=O)NCC1CCCO1 (stereo not given),2%,2.2%
COC(=O)CC1C(=O)NCCN1C(=O)NC1CCCCC1 (stereo not given),-5%,-2.3%
NC1=NC(=O)CC(C(=O)NCCc2ccccc2)S1 (stereo not given),2%,0.8%
O=C(C1CCN(S(=O)(=O)c2ccccc2)CC1)N1CCOCC1,nt,2.0%
CCN(CC)CCSc1nc(O)c(-c2ccccc2)c(=O)n1-c1ccccc1,5%,-5.0%
CC(=O)c1ccc(N/C(=N/S(=O)(=O)c2ccccc2)c2ccccc2)cc1,-2%,1.0%
COc1ccccc1N(CC(=O)N(C)Cc1ccccc1)S(=O)(=O)c1ccccc1,-4%,-5.1%
CCOC(=O)N1CCN(C(=O)CN(c2ccc(OC)c(OC)c2)S(C)(=O)=O)CC1,nt,-6.7%
Cc1ccc(OCC(=O)N2CCN(c3nnc(-c4ccc(C)cc4)c4ccccc34)CC2)cc1,nt,-6.4%
COc1ccc(C(=O)Nc2cccc(NC(=O)c3ccccc3Br)c2)cc1[N+](=O)[O-],0%,0.6%
CC1CN(S(=O)(=O)c2ccc3c(c2)C(=NO)c2cc(S(=O)(=O)N4CC(C)OC(C)C4)ccc2-3)CC(C)O1 (stereo not given),4%,-1.4%
COc1ccccc1CNC(=O)CCS(=O)(=O)c1cccs1,2%,-4.1%
CCOC(=O)/C(C(C)=O)=C(\C=C\N(C)C)N(C)C,1%,9.4%
Cc1cc(N2CCC(C)CC2)nc(SCC(=O)c2ccccc2)n1,nt,-2.1%
O=C(CN1C(=O)c2cccc3cccc1c23)NCc1ccccn1,nt,-6.0%
Nc1nc(-c2ccccc2)c(I)c(=O)[nH]1,-4%,0.7%
COc1ccc(NC(=O)C2C3C=CC4(CN(Cc5cccnc5)C(=O)C24)O3)c(OC)c1 (stereo not given),4%,nt
CSc1nc(N)nc(SCC(=O)C23CC4CC(CC(C4)C2)C3)c1C#N,-1%,4.8%
CCOC(=O)c1cnc2c(Cl)cc(Cl)cc2c1NCCOCCO,-3%,0.9%

Continued:
mol,Rat MKP-3 inhibitors,Hsp70 displacement
O=C(NC1CCCCC1)n1c(=O)oc2ccccc21,-6%,-3.8%
O=C(NCCCN1CCN(c2ccccc2F)CC1)Nc1ccc(F)cc1,-14%,2.3%
Cc1ccc(NC(=O)Nc2cccnc2)cc1,3%,-1.5%
O=C1OC(Nc2ncccn2)c2ccccc21 (stereo not given),nt,5.1%
Cc1nc(-c2cccc([N+](=O)[O-])c2)cs1,-3%,5.4%
CC(C)(C)OC(=O)N1CCC[C@H]1c1nnc(SCc2ccccc2Cl)o1,-6%,-5.8%
O=S(=O)(c1ccc(Br)c2nsnc12)N1CCOCC1,-17%,nt
C/C(Nc1ccc2c(c1)OCO2)=C(/C#N)C(N)=O,-1%,0.4%
Cc1nc(-c2ccccc2)cs1,nt,-2.0%
O=c1oc(-c2cccnc2)nc2ccccc12,-8%&-2%,-5.7%&2.0%
CCN=C1SC(CC(=O)NC2CCCCC2)C(=O)N1CC (stereo not given),-9%,0.2%
Cc1ccc(OCC(=O)N2CCN(C3=NS(=O)(=O)c4ccccc43)CC2)cc1,-12%,2.9%
CCN(CCCNC(=O)C1CCN(S(=O)(=O)c2cnc[nH]2)CC1)c1cccc(C)c1,0%,-0.1%
COc1ccc(NC(=O)c2ccc(N(Cc3ccc(Cl)cc3)S(C)(=O)=O)cc2)c(OC)c1,0%,2.2%
C=CCc1cc(OC)ccc1OCCON1C(=O)CCC1=O,-4%,-0.4%
Cc1cc2cc(CN3C(=O)c4ccccc4C3=O)ccc2n1C,nt,2.8%
Clc1ncnc2scc(C3COc4ccccc4O3)c12 (stereo not given),nt,-3.0%
CCCc1cc(C(=O)N2CCN(c3ccccc3C)CC2)cs1,-7%,-2.7%
CCOC(=O)Cc1csc(SCC(=O)c2c(N)n(CC(C)C)c(=O)n(C)c2=O)n1,2%,3.2%
O=C(CSc1ncnc2nc[nH]c12)C12CC3CC(CC(C3)C1)C2,0%,1.8%
Cc1cc(C)c(-c2cc(C(F)(F)F)no2)c(=O)[nH]1,nt,0.2%
CCOC(=O)C1CCN(C2=NC(=O)/C(=C/c3ccc(N(C)C)cc3)S2)CC1,4%,-99%
C/C(O)=C(\C#N)P(C)(=O)OCC(C)C (stereo not given),-1%,5.9%
COc1ccc(F)cc1S(=O)(=O)N1CCC(C(N)=O)CC1,-9%,-1.1%
COc1ccc(Nc2cc(C)nc3c(C)ccc([N+](=O)[O-])c23)cc1,7%,0.3%
C=CCn1c(SCC(=O)NCc2ccccc2)nnc1-c1cc(Br)ccc1O,nt,4.5%
CCCS(=O)(=O)C(=C(Nc1ccccc1)Nc1ccccc1)S(=O)(=O)CCC,-3%,0.0%&-4.2%
COc1cc(NC(=O)c2cc3n(n2)C(C(F)(F)F)CC(c2ccccc2)N3)c(OC)cc1Cl (stereo not given),-2%,-0.7%
CC(C)(C)C(=O)[C@@H]1[C@@H]2C(=O)N(C3CCCCC3)C(=O)[C@@H]2[C@H]2c3ccccc3C=CN12,nt,-0.7%
O=C(CSc1nnc(NC(=O)c2ccco2)s1)NC1CCCCC1,-15%,-4.2%
CCSc1nc2nn(-c3ccccc3)c(=O)c-2c2n1CCCCC2,nt,2.4%
CCOc1ccc(-n2c(SCC(=O)Nc3ccc4c(c3)OCO4)nc3c(c2=O)SCC3)cc1,-15%,1.7%
O=C(CN1C2CCC1CC(NC(=O)C1CC1)C2)NCc1ccccc1 (stereo not given),-8%,1.9%
COc1cc(C2C(C(=O)Nc3ccccc3OC)=C(C)Nc3ncnn32)ccc1O (stereo not given),4%,5.2%
O=S(=O)(Cc1cc(Sc2ccc(Cl)cc2)nc(-c2ccccc2)n1)c1ccccc1,nt,6.3%
COc1ccc(OC)c(N(CC(=O)Nc2cc(C)cc(C)c2)S(C)(=O)=O)c1,-1%,-4.4%

Sorted by SMILES length (falling): 13 of the compounds above.
mol,Rat MKP-3 inhibitors,Hsp70 displacement
CCOc1ccc(-n2c(SCC(=O)Nc3ccc4c(c3)OCO4)nc3c(c2=O)SCC3)cc1,-15%,1.7%
CCC(C)(C)n1nnnc1C(c1ccc(OC)c(OC)c1)N1CCN(c2ccccc2)CC1 (stereo not given),3%,-2.2%
COc1ccc(OC)c(N(CC(=O)Nc2cc(C)cc(C)c2)S(C)(=O)=O)c1,-1%,-4.4%
CC(C)Oc1cccc(C(=O)Nc2ccc(F)c([N+](=O)[O-])c2)c1,3%,4.5%
COc1ccccc1NC(=O)CN1C(=O)CCS(=O)(=O)c2ccccc21,-3%,2.1%
COc1ccc2[nH]c3ccc([N+](=O)[O-])cc3c(=O)c2c1,1%,3.1%
CC1CCCCN1C(=O)CSc1nc2ccsc2c(=O)n1Cc1ccccn1 (stereo not given),-1%,8.0%
O=C(C1CCN(S(=O)(=O)c2ccccc2)CC1)N1CCOCC1,nt,2.0%
Cc1ccc(-c2cc(C(F)F)nc(NCc3cccnc3)n2)cc1,-2%,-3.6%
CCOC(=O)/C(C(C)=O)=C(\C=C\N(C)C)N(C)C,1%,9.4%
O=S(=O)(c1ccc(Br)c2nsnc12)N1CCOCC1,-17%,nt
O=c1oc(-c2cccnc2)nc2ccccc12,-8%&-2%,-5.7%&2.0%
O=C1OC(Nc2ncccn2)c2ccccc21 (stereo not given),nt,5.1%

(further entries)
mol,Rat MKP-3 inhibitors,Hsp70 displacement
Clc1ccc(C(c2nnnn2C2CCCC2)N2CCSCC2)cc1 (stereo not given),-2%,1.0%
Cc1cc(C)cc(N(CC(=O)NCCSc2nc3ccccc3s2)S(=O)(=O)c2ccccc2)c1,-1%,-2.5%
Cc1cc(C)nc(-n2nc(C)c3c(=O)[nH]c(C(F)(F)F)nc32)n1,-12%,5.4%
CCOC(=O)C(NC(=O)N1CCCCC1)(c1ccccc1)C(F)(F)F (stereo not given),-12%,-3.4%
CCn1c(CSc2nc3ccccc3n2C)nc2ccccc21,-4%,-5.9%
O=C1C(Cl)=C(NCC2CCCO2)C(=O)N1c1cccc(Cl)c1Cl (stereo not given),nt,4.0%
O=C(O)CCCCCN1C(=O)C(=O)/C(=C(/O)c2ccc(F)cc2)C1c1ccccc1[N+](=O)[O-] (stereo not given),5%,-4.0%
COCCn1c(C)cc(C(=O)CSc2nc(C)cc(C)c2C#N)c1C,-4%,-2.0%
CCC(=O)N1CCc2cc(Br)cc(S(=O)(=O)NCCN3CCOCC3)c21,-7%,0.1%
CCn1nnnc1-c1ccc(OC)c(S(=O)(=O)Nc2ccc(F)cc2)c1,5%,-5.3%
COc1ccc(OC(C)C(=O)NCCc2ccccc2)cc1 (stereo not given),2%,-4.5%
Cc1cc(C)n(-c2cc(N3CCOCC3)nc(C)n2)n1,0%,1.2%
Cc1ccc(-n2c(C)cc(C3N=C(N)Nc4nc5ccccc5n43)c2C)c(C)c1 (stereo not given),0%,-2.3%
Cc1ccc(-c2nc3cc(NC(=O)c4ccccc4I)ccc3o2)c(C)c1,3%,-1.1%
CCOC(=O)c1cnc(SCc2nc(N)nc(Nc3ccccc3OC)n2)nc1N,nt,-0.8%

Not all compounds are listed. The share of hits here may be higher or lower than overall.
